# Screening results deposited in PubChem BioAssay by National Center for Advancing Translational Sciences (NCATS).
# TRb-SRC2 inh – disrupts binding of human TR beta to SRC2. P10828. TRbeta-SRC2 peptide binding, fluorescence polarization; receptor liganded with 1 µM T3. Potency, µM (titrated, usually from 106 µM), for the others: at the top dose activity change, negative = inhibition, hits mostly inhibitors. hit rate 0.065% among 280,000. AID 1469; active = well fitted inhibition curve with a large enough effect; inconclusive = small, poorly fitted or top-dose-only effect, or effect the other way;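 also: plate controls were bound peptide for no effect and peptide without receptor for full effect; nearly all actives have a fitted effect of over 50% in size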
# Target sequence (P10828 whole entry, looked up): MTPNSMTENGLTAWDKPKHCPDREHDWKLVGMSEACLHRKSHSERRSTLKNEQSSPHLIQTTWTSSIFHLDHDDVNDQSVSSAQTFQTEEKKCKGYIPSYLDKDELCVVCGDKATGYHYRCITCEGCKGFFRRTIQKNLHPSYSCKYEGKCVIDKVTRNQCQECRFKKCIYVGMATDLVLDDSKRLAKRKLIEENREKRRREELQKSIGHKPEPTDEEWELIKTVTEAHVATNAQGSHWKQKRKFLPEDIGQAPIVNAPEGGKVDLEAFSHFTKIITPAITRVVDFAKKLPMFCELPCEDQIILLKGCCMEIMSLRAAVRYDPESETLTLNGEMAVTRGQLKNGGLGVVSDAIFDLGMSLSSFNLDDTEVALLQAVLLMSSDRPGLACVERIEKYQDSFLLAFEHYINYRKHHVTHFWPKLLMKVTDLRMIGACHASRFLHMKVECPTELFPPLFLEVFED
#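 Each compound concentration gave % activity, normalized to unbound and bound Texas Red SRC2 controls, from polarization read after 5 hr ambient incubation with T3-loaded human TRb LBD.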
# LMNA splice mod – changes lamin A minigene splicing in HeLa cells; AID 1487; HeLa LMNA splicing GFP/RFP minigene ratio, 48 h; Potency, µM (series often up to 46.1 µM), without a hit: at the top dose ratio change, negative = inhibition, actives largely listed as inhibitors; hit rate 0.01% among 200,000; active = well fitted inhibition curve with a large enough effect in the signal ratio, with a control signal flat, not every such curve was filed as active; inconclusive = small, poorly fitted or top-dose-only effect, or effect the other way, or a change in a side signal; the % refers to the signal ratio
#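 Read-out is the ratio of GFP to DsRed2 object intensity, acquired by 488 nm laser-scanning cytometry on HeLa lamin A-EGFP minigene reporter cells. Compound incubation 48 hrs at 37 °C in Opti-MEM with 2% FBS; DMSO 0.5% final.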
# TR SRC2 fluor cs – alters Texas Red total fluorescence, flagging assay interference; TRb/SRC2 Texas Red total fluorescence interference; AID 1479; hit rate 0.29% among 280,000; Potency, µM (series often up to 106 µM), for inactives: at the top dose fluorescence change, negative = quenching; active = well fitted curve in either direction with a large enough effect; inconclusive = small, poorly fitted or top-dose-only effect
#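 Flags fluorescent or light-absorbing compounds by total fluorescence, S + 2P, at 555 nm excitation and 632 nm emission. Mixture: 20 nM Texas Red SRC2 peptide, 0.6 uM human TRb LBD, 1 uM T3, 5% DMSO; compound exposure 5 h at ambient temperature.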
# * marks the source's active call; other numbers are inactive results; ? = inconclusive; [ ] = dose if it differs, or a comment. Unless noted, % is scaled to controls: 0 for no effect and ±100 for the full control effect; potency is read from the fitted curve at half-maximal effect. Only part of the results is shown. The share of hits here may be higher or lower than overall.
SMILES,TRb-SRC2 inh,LMNA splice mod,TR SRC2 fluor cs
Cc1cccc(CNC(=O)C2CCN(c3nn4cc(-c5ccc(F)cc5)nc4s3)CC2)c1,2%,13%[46 µM],5%
Cc1ccc(CNC(=O)c2ccc(CN3CC(=O)N4CCCCC4C3=O)cc2)cc1 (stereo unspecified),-8%,?,5%
CC(=O)Nc1cccc(NC(=O)Cn2cnc3c(oc4ccccc43)c2=O)c1,2%,?,8%
COc1ccc(Br)cc1CNC(=O)c1ccc2c(c1)nc1n2CCCCC1,4%,?,-1%
CCOC(=O)c1cnn(-c2ccc(C(=O)Nc3ccc(OC(F)(F)F)cc3)cc2)c1N,-3%,-2%[46 µM],1%
CCN(CC)c1nn2c(=O)c(C(=O)NCc3ccccc3Br)cnc2s1,-2%,-7%[46 µM],-1%
COCC(C)Nc1ncnc2c1cnn2-c1cccc(Cl)c1 (stereo unspecified),9%,?,-4%
Cc1ccc(CCNC(=O)CCN2N=C(c3ccc(C)cc3)CCC2=O)cc1,-27%,?,?
CCOC(=O)c1c(C)oc2nc(C)nc(NCc3cccc(OC)c3)c12,0%,-10%[46 µM],-5%
CC(=O)Nc1ccc(NC(=O)c2cc(-c3cccs3)on2)cc1,0%,-9%[46 µM],-23%
Cc1cccc(OCC(=O)NCC2(N3CCN(C)CC3)CCCCC2)c1C,-10%,6%[46 µM],1259µM*[quencher]
Cc1nc2ccn(Cc3ccco3)c(=O)c2cc1C(=O)NCc1ccc(Cl)cc1,1%,?,5%
CCOc1ccc(S(=O)(=O)Nc2ccc3c(c2)N(C(C)=O)CCC3)cc1,0%,0%[46 µM],0%
Cc1ccccc1-c1nn2c(=O)cc(CN3CCN(C(=O)c4ccccc4Br)CC3)nc2s1,1%,?,0%
Cc1ccc(NC(=O)c2nnn(CC(=O)Nc3ccc(C)c(Cl)c3)c2N)c(C)c1,-4%,0%[46 µM],3%
CCOc1ccc(C(c2c(O)cc(C)n(CCOC)c2=O)N2CCN(c3ccccc3)CC2)cc1 (stereo unspecified),-2%,-15%[46 µM],-2%
CCc1ccc(NC(=O)CSC2=Nc3ccccc3C3=NC(CC(=O)NC4CCCCC4)C(=O)N23)cc1 (stereo unspecified),2%,12%[46 µM],1%
O=C(Nc1ccc2nc(SCc3ccccc3)sc2c1)c1cccc(F)c1,3%,?,6%
Cc1cc(C)cc(OCCSc2nc3ccc(NC(=O)COc4ccccc4)cc3s2)c1,2%,-1%[46 µM],-7%
COc1cccc(CNC(=O)c2ccc3c(=O)n4nc(Nc5ccccc5)sc4nc3c2)c1,6%,27%[46 µM],-3%
O=C(CCC1N=C2c3ccccc3N=C(SCc3ccccc3F)N2C1=O)NCc1ccc(F)cc1 (stereo unspecified),1%,?,2%
COc1ccc(NC(=O)C2CCN(S(=O)(=O)c3ccc4[nH]c(=O)ccc4c3)CC2)cc1Cl,-4%,-10%[46 µM],4%
COc1cccc(Cc2nc3ccccc3nc2SCC(=O)Nc2cccc(C)c2)c1,2%,?,2%
Cc1ccc(CNC(=O)CN2C(=O)CSc3c2c(C)nn3-c2ccccc2)cc1,1%,?,-4%
COC(=O)c1ccccc1N(C)S(=O)(=O)c1cc2c3c(c1)CC(=O)N3CCC2,-1%,9%[46 µM],0%
# Going on with the list.
SMILES,TRb-SRC2 inh,LMNA splice mod,TR SRC2 fluor cs
CCc1cccc(NC(=O)c2cc3c(=O)n(Cc4ccccc4)ccc3nc2C)c1,1%,?,-6%
COc1ccc(OC)c(CC2C(=O)Nc3ccc(Br)cc32)c1 (stereo unspecified),-1%,9%[46 µM],4%
O=c1[nH]c2ccc(NCc3ccc(-c4ccc(Cl)cc4)o3)cc2[nH]1,?,1%[46 µM],100µM*[quencher]
COc1ccc(OC)c(NC(=O)CSc2nc3ccccc3c(=O)n2CCC(=O)NC2CCCCC2)c1,-4%,-16%[46 µM],-2%
CCc1ccccc1NC(=O)C(CC)Sc1ncnc2c1sc1ccccc12 (stereo unspecified),-4%,-12%[46 µM],-1%
Cc1ccc(OCC(=O)OCc2cc(=O)n3c(C)csc3n2)cc1,-1%,11%[46 µM],-9%
CCOc1ccc(CC(=O)NCCc2sc3nc(-c4ccc(OC)cc4)nn3c2C)cc1,-3%,?,-1%
COc1ccc(C(=O)NCC(c2cccnc2)N2CCN(c3ccccc3)CC2)cc1 (stereo unspecified),-3%,-6%[46 µM],-8%
COc1cccc(N2CCN(S(=O)(=O)c3ccc(-c4cnc(C5CC5)o4)cc3)CC2)c1,12%,-20%[46 µM],-3%
O=S(=O)(Nc1cccc(-c2ccc(N3CCCC3)nn2)c1)c1ccc(F)c(C(F)(F)F)c1,3%,?,-18%
COc1ccc(Nc2ncnc3c2c(-c2ccccc2)cn3-c2ccc(C)c(Cl)c2)cc1OC,-5%,?,0%
COc1ccc(C(C)=O)cc1CSc1nc(Nc2ccc(F)c(F)c2)c2ccccc2n1,7%,10%[46 µM],-1%
CCc1ccc(NC(=O)C(=O)NCCc2csc(-c3cccc(F)c3)n2)cc1,-4%,12%[46 µM],-2%
CCC(Sc1nc2nccnc2c(=O)n1Cc1ccc(Cl)cc1)C(=O)NC1CCCCC1 (stereo unspecified),3%,2%[46 µM],-8%
CCN1CCN(Cc2nc3cc(NC(=O)c4ccccc4[N+](=O)[O-])ccc3n2CC)CC1,-7%,?,-37%
Cc1cc(C)c(S(=O)(=O)NCCc2sc(-c3cccnc3)nc2C)c(C)c1,-5%,-10%[46 µM],?
CC(C)(C)OC(=O)N1CCC(c2c(C(=O)N3CCN(c4ccccc4)CC3)cnn2-c2ccccc2)CC1,0%,4%[46 µM],0%
Cn1c(=O)c2c(SCC(=O)Nc3ccccc3C(F)(F)F)nc(C3CCCC3)nc2n(C)c1=O,4%,13%[46 µM],-2%
CCOC(=O)c1ccccc1NC(=O)CSc1nc(=O)[nH]c2c1CCC2,-2%,?,-2%
COc1ccc(Cn2ccc3nc(C)c(C(=O)NCc4ccc(OC)cc4OC)cc3c2=O)cc1,9%,12%[46 µM],-4%
CCOc1ccccc1NC(=O)CSc1nccn1Cc1ccc(F)cc1,1%,-3%[46 µM],1%
COc1ccc(-c2csc3ncnc(Nc4cccc(OC)c4)c23)cc1,-7%,?,0%
Cc1nn(C)c2c1c(-c1ccccc1)cc(=O)n2Cc1ccc(Br)cc1F,4%,7%[46 µM],2%
O=C(CN1N=C(c2ccccc2)CCC1=O)NCc1ccc(F)cc1Cl,1%,-11%[46 µM],-2%
COc1ccc2c(c1)CC(C(=O)NCCN1CCN(c3ccccc3F)CC1)CO2 (stereo unspecified),4%,-7%[46 µM],5%

# Copied from the list.
# CCN1CCN(Cc2nc3cc(NC(=O)c4ccccc4[N+](=O)[O-])ccc3n2CC)CC1 in TRb-SRC2 inh is entered as -7%
# Cc1cc(C)c(S(=O)(=O)NCCc2sc(-c3cccnc3)nc2C)c(C)c1 in LMNA splice mod is entered as -10%[46 µM]
# COc1ccc(OC)c(CC2C(=O)Nc3ccc(Br)cc32)c1 (stereo unspecified) in TR SRC2 fluor cs is entered as 4%
# COc1ccc2c(c1)CC(C(=O)NCCN1CCN(c3ccccc3F)CC1)CO2 (stereo unspecified) in LMNA splice mod is entered as -7%[46 µM]

# Next records
SMILES,TRb-SRC2 inh,LMNA splice mod,TR SRC2 fluor cs
CC(C)c1ccc(NC(=O)C2CCN(c3nc(-c4ccc(C(C)C)cc4)no3)CC2)cc1,-5%,?,-2%
Cn1cc(S(=O)(=O)c2cccc(Cl)c2)c(=O)c2cc(F)c(N3CCCCC3)cc21,3%,-9%[46 µM],4%
CCc1ccc(CNC(=O)CCc2c(C)nn(-c3ccc(N4CCCCC4)nn3)c2C)cc1,7%,-4%[46 µM],-2%
Cc1ccc2nc(N(Cc3cccnc3)C(=O)CCS(=O)(=O)c3ccccc3)sc2c1,1%,?,0%
CC(C)CC(=O)NCC(c1ccc2c(c1)OCO2)N1CCN(c2ccccc2F)CC1 (stereo unspecified),-4%,-4%[46 µM],-3%
Cc1cccc2c(=O)cc(CSc3ccccc3NC(=O)c3cccc(Br)c3)[nH]c12,1%,-12%[46 µM],-2%
COc1cccc(N2CC(NC(=O)c3ccco3)CC2=O)c1 (stereo unspecified),4%,?,-1%
Cc1cc(O)c(C(c2ccc(Cl)cc2)N2CCN(c3ccccc3)CC2)c(=O)n1Cc1ccco1 (stereo unspecified),4%,-16%[46 µM],0%
CCC(C)NC(=O)c1nn(-c2ccc(C)cc2)c(=O)n(C)c1=O (stereo unspecified),0%,-2%[46 µM],-7%
COc1ccccc1NC(=O)Cn1c(=O)n(-c2cccc(C)c2)c(=O)c2c1c1cc(C)ccc1n2C,-2%,?,0%
CC1CN(C(=O)N2CCC(C(=O)NCc3ccccc3F)CC2)c2cc(Cl)ccc2O1 (stereo unspecified),-3%,?,7%
CCC(Oc1ccccc1)C(=O)Nc1cc(-c2ccccc2OC)nn1-c1ccccc1 (stereo unspecified),-1%,-4%[46 µM],-1%
Cc1nc2cccnc2n1C1CCN(S(=O)(=O)c2ccc(C(C)C)cc2)CC1,1%,11%[46 µM],-5%
Cc1nn(C)c2c1c(-c1ccccc1)cc(=O)n2Cc1ccc(F)cc1,9%,?,-2%
CCOc1ccc(OCC)c(NC(=O)c2cc(S(=O)(=O)N3CCc4ccccc43)cn2C)c1,-5%,?,-4%
Cc1ccc(NC(=O)CN2C(=O)COc3ccc(S(=O)(=O)NC4CCCC4)cc32)c(Cl)c1,5%,17%[46 µM],-4%
CCOC(=O)Cn1c(=O)n(-c2ccccc2OC)c2nc(-c3ccccc3)nc(C(N)=O)c21,-2%,?,-3%
COc1ccc(Br)cc1CNC(=O)c1ccc2nc(C(C)C)oc2c1,11%,32%[46 µM],-6%
Cc1nc2ccn(Cc3cccs3)c(=O)c2cc1C(=O)NCc1ccccc1,3%,?,1%
Cc1c(C(=O)NCc2ccc(F)cc2)oc2ccc(S(=O)(=O)N3CCCCC3)cc12,-5%,-3%[46 µM],-2%
Cc1ccc(CNC(=O)CN2C(=O)CCc3cc(S(=O)(=O)N4CCCCC4)ccc32)cc1,-1%,4%[46 µM],1%
CCCN1CCCc2cc(CN(CCCN3CCOCC3)C(=O)Nc3ccc(CC)cc3)ccc21,-14%,?,?
CN(C)CCNC(=O)Cc1ccc(NC(=O)N2CCCCc3ccccc32)cc1,-4%,1%[46 µM],2%
Cc1nn(-c2ccc(N3CCCC3)nn2)c(C)c1CCC(=O)Nc1ccc(F)c(Cl)c1,10%,?,-24%
Cc1ccc(C(=O)NCC(c2ccc3c(c2)OCO3)N2CCN(C)CC2)cc1C (stereo unspecified),7%,15%[46 µM],-6%

# Quoted at random: two compounds from above
SMILES,TRb-SRC2 inh,LMNA splice mod,TR SRC2 fluor cs
Cc1nn(C)c2c1c(-c1ccccc1)cc(=O)n2Cc1ccc(F)cc1,9%,?,-2%
Cc1nn(-c2ccc(N3CCCC3)nn2)c(C)c1CCC(=O)Nc1ccc(F)c(Cl)c1,10%,?,-24%

# More compounds follow:
SMILES,TRb-SRC2 inh,LMNA splice mod,TR SRC2 fluor cs
COc1cc(CNC(=O)CSCc2nc3cccnc3n2C2CCCCC2)cc(OC)c1OC,-1%,3%[46 µM],4%
Cc1cccc(OCC(=O)N2CCC(c3nc4ccccc4o3)CC2)c1C,-5%,1%[46 µM],2%
O=C(Nc1nnc(S(=O)(=O)N2CCCCCC2)s1)c1ccc(Cl)cc1,3%,8%[46 µM],-26%
CCOC(=O)c1c(C)[nH]c(CCC(=O)Nc2cc(Cl)ccc2OC)c1C,5%,-30%[46 µM],0%
Cc1nn(C)c2c1c(-c1ccccc1)cc(=O)n2Cc1ccc(Cl)cc1,9%,-23%[46 µM],-4%
CSc1nc2sc3c(c2c(=O)n1-c1ccccc1C)CCCC3,-3%,?,1%
COc1cc(NS(=O)(=O)c2cc3[nH]c(=O)[nH]c3cc2C)cc(OC)c1OC,-6%,1%[46 µM],-3%
CCOc1ccc(Nc2oc(-c3ccc(COc4ccc(OC)cc4)o3)nc2C#N)cc1,1%,1%[46 µM],-11%
COc1ccc(C(=O)Nc2ccc3c(c2)N(C)C(=O)c2ccccc2S3)cc1OC,-3%,?,-2%
O=C(NC1CCCC1)c1ccc(CSc2nc3cccnc3n2Cc2ccc(F)cc2)cc1,-2%,-14%[46 µM],?

# Sorted by SMILES length (ascending): part of the list above.
SMILES,TRb-SRC2 inh,LMNA splice mod,TR SRC2 fluor cs
Cc1cccc(OCC(=O)N2CCC(c3nc4ccccc4o3)CC2)c1C,-5%,1%[46 µM],2%
Cc1nn(C)c2c1c(-c1ccccc1)cc(=O)n2Cc1ccc(Cl)cc1,9%,-23%[46 µM],-4%
CCOC(=O)c1c(C)[nH]c(CCC(=O)Nc2cc(Cl)ccc2OC)c1C,5%,-30%[46 µM],0%
O=C(NC1CCCC1)c1ccc(CSc2nc3cccnc3n2Cc2ccc(F)cc2)cc1,-2%,-14%[46 µM],?
